Screens as filed in PubChem BioAssay.
USP30 inh – inhibitors of human USP30 deubiquitinase | purified USP30, Ub-rhodamine cleavage fluorescence | inhibition, % at 25 µM | Q70CQ3 | 47,000 compounds, 5.3% hits
OTUD3 inh – inhibitors of human OTUD3 deubiquitinase; Q5T2D3; purified OTUD3, Ub-rhodamine fluorescence, 2 h; inhibition, % at 25 µM; 47,000 compounds, 0.7% hits; AID 1645858
USP8 block – inhibitors of human USP8 deubiquitinase. P40818. purified USP8, Ub-rhodamine cleavage fluorescence, 30 min. inhibition, % at 20 µM. 47,000 compounds, 4.2% hits
USP10 inh – inhibitors of human USP10 deubiquitinase. purified USP10, Ub-rhodamine fluorescence, 60 min. inhibition, % at 20 µM. 47,000 compounds, 1.1% hits
USP28 block – human USP28 deubiquitinase inhibition. Q96RU2. purified USP28, Ub-rhodamine cleavage fluorescence, 30 min. inhibition, % at 25 µM. 47,000 compounds, 3% hits
Target sequence (Q96RU2 whole entry, looked up): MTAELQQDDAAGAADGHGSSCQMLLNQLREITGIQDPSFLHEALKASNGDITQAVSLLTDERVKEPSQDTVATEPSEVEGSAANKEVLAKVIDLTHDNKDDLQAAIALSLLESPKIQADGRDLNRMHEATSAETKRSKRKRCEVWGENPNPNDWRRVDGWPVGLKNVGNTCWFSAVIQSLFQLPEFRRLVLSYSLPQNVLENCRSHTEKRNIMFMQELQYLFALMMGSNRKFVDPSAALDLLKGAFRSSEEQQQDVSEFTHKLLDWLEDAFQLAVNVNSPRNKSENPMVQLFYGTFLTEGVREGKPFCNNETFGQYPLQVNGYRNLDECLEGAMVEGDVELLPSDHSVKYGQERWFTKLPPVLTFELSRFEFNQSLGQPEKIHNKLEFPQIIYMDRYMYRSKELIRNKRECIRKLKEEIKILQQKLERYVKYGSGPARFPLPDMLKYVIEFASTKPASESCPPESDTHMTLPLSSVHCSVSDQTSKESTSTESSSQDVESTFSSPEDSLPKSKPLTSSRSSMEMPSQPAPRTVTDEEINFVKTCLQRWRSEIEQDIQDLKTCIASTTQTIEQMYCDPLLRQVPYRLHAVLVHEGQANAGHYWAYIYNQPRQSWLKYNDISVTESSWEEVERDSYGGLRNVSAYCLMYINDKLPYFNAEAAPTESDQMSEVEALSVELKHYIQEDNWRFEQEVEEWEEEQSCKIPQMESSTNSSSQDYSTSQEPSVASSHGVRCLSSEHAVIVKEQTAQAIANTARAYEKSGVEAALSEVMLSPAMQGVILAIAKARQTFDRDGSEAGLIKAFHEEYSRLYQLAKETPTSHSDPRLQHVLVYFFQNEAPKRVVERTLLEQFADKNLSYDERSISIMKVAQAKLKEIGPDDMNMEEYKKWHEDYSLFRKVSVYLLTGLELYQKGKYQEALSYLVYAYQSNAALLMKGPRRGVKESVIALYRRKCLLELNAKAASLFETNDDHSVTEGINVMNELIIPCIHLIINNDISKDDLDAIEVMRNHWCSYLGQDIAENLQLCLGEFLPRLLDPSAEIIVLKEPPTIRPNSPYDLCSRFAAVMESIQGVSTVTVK
USP7 inh – human USP7 deubiquitinase inhibition; Q93009; purified USP7, Ub-rhodamine cleavage fluorescence; inhibition, % at 20 µM; 47,000 compounds, 0.3% hits; AID 1645854
UCHL1 inh – inhibitors of human UCHL1 deubiquitinase. inhibition, % at 20 µM. purified UCHL1, Ub-rhodamine cleavage fluorescence. P09936. 47,000 compounds, 0.2% hits
USP17 inh – blocks human USP17 ubiquitin-rhodamine cleavage. A8MUK1. purified USP17, Ub-rhodamine cleavage fluorescence, 3 h. inhibition, % at 50 µM. 47,000 compounds, 6.5% hits. AID 1645855
* = called active by the depositor; i = inactive; / = no result given. Cut-off read from the data, not from the text of the source: active = inhibition above about 30%; inactive = the rest. Random draw from the library; 14% or so of the library scored in one or more.

Start of the data: the first 20 records as a preview:
UCHL1 inh	USP30 inh	USP7 inh	USP10 inh	USP17 inh	USP8 block	OTUD3 inh	USP28 block	Molecule
1	21	3	1	0	2	6	6	COCCN1C(=O)C2(CCN(C(=O)NC3CC3)CC2)c2ccccc21
0	3	5	4	/	23	4	-6	COc1ccc(NC(=O)c2cccc(-c3nc(-c4ccccc4)no3)c2)c(OC)c1
-1	-1	4	8	-1	15	-9	2	O=C(NNC(=O)c1cc2cc(OC(F)(F)F)ccc2[nH]1)c1ccc(Cl)cc1
-3	-4	-1	0	/	-20	5	-2	O=C(O)c1ccccc1-n1cc(Cn2cccn2)cn1
-2	-221	-3	-2	23	-8	-37	-41	O=C(/C=C/c1ccco1)N1CCN(c2nc(-c3ccccc3)no2)CC1
3	-9	1	-2	-24	0	-4	35*	CC(C)c1nc2sc3c(SCC(=O)N4CCOCC4)ncnc3c2c2c1CCC2
1	-8	0	-1	-7	8	-3	0	O=C(O)c1cnc2ccccc2c1Nc1ccc(N2CCOCC2)cc1
0	-15	-4	-2	-11	-15	-12	-11	COc1ccc(-n2nnnc2C(c2ccc(Cl)cc2)N2CCOCC2)cc1 (stereo not drawn)
-1	-9	0	0	-2	5	-4	-7	Cn1cc(CCNS(=O)(=O)c2ccccc2Cl)c2cccnc21
0	4	4	0	9	3	0	-1	C[C@@H]1C[C@@](C)(O)C[C@@H]2C=C[C@H](C)[C@H](/C=C/C=C/C(=O)O)[C@@H]12
5	-108	-17	1	60*	84*	-10	-7	COc1ccc(CN2C[C@@H]3C[C@]3(c3ccccc3)C(=O)c3ncccc32)cc1
4	27	3	-1	-2	-3	5	8	COc1ccc(-c2cc(C(F)F)n3ncc(C(=O)N(C)Cc4cnn(C)c4C)c3n2)cc1
2	-3	3	0	15	1	2	1	COc1ccc(OC)c(NC(=O)c2cc3c(cc2Cl)N2CCCCCC2=NS3(=O)=O)c1
4	/	-15	0	53*	-6	0	/	N#Cc1ccc(C(=O)Nc2cnc(N3CCCCCC3)nc2)cc1
-1	-72	-3	-7	-12	-16	-157	-12	COc1ccccc1-c1cc2nc(NCCc3ccc(S(N)(=O)=O)cc3)ccn2n1
-1	-21	6	17	35*	-5	15	23	COc1c(C(CC(C)C)OC(C)=O)ccc(Oc2c(O)cc(C)cc2C=O)c1C(=O)O (stereo not drawn)
2	0	1	2	8	7	2	13	Cc1cc(O)c2c(C)c(CC(=O)N[C@@H](CCCNC(N)=O)C(=O)O)c(=O)oc2c1
-3	-7	1	1	0	2	1	-6	CC(C)NC(=O)N1CCCCCC1C1CCN(c2ncccn2)CC1 (stereo not drawn)
-2	4	-10	0	-2	2	-6	-1	CN(C)c1oc(-c2cccs2)nc1C#N
4	63*	5	11	68*	27	17	23	COc1cccc(C2CC(=O)Nc3n[nH]c(-c4ccccc4)c32)c1 (stereo not drawn)

All compounds of this part, from the first entry:
UCHL1 inh	USP30 inh	USP7 inh	USP10 inh	USP17 inh	USP8 block	OTUD3 inh	USP28 block	Molecule
1	21	3	1	0	2	6	6	COCCN1C(=O)C2(CCN(C(=O)NC3CC3)CC2)c2ccccc21
0	3	5	4	/	23	4	-6	COc1ccc(NC(=O)c2cccc(-c3nc(-c4ccccc4)no3)c2)c(OC)c1
-1	-1	4	8	-1	15	-9	2	O=C(NNC(=O)c1cc2cc(OC(F)(F)F)ccc2[nH]1)c1ccc(Cl)cc1
-3	-4	-1	0	/	-20	5	-2	O=C(O)c1ccccc1-n1cc(Cn2cccn2)cn1
-2	-221	-3	-2	23	-8	-37	-41	O=C(/C=C/c1ccco1)N1CCN(c2nc(-c3ccccc3)no2)CC1
3	-9	1	-2	-24	0	-4	35*	CC(C)c1nc2sc3c(SCC(=O)N4CCOCC4)ncnc3c2c2c1CCC2
1	-8	0	-1	-7	8	-3	0	O=C(O)c1cnc2ccccc2c1Nc1ccc(N2CCOCC2)cc1
0	-15	-4	-2	-11	-15	-12	-11	COc1ccc(-n2nnnc2C(c2ccc(Cl)cc2)N2CCOCC2)cc1 (stereo not drawn)
-1	-9	0	0	-2	5	-4	-7	Cn1cc(CCNS(=O)(=O)c2ccccc2Cl)c2cccnc21
0	4	4	0	9	3	0	-1	C[C@@H]1C[C@@](C)(O)C[C@@H]2C=C[C@H](C)[C@H](/C=C/C=C/C(=O)O)[C@@H]12
5	-108	-17	1	60*	84*	-10	-7	COc1ccc(CN2C[C@@H]3C[C@]3(c3ccccc3)C(=O)c3ncccc32)cc1
4	27	3	-1	-2	-3	5	8	COc1ccc(-c2cc(C(F)F)n3ncc(C(=O)N(C)Cc4cnn(C)c4C)c3n2)cc1
2	-3	3	0	15	1	2	1	COc1ccc(OC)c(NC(=O)c2cc3c(cc2Cl)N2CCCCCC2=NS3(=O)=O)c1
4	/	-15	0	53*	-6	0	/	N#Cc1ccc(C(=O)Nc2cnc(N3CCCCCC3)nc2)cc1
-1	-72	-3	-7	-12	-16	-157	-12	COc1ccccc1-c1cc2nc(NCCc3ccc(S(N)(=O)=O)cc3)ccn2n1
-1	-21	6	17	35*	-5	15	23	COc1c(C(CC(C)C)OC(C)=O)ccc(Oc2c(O)cc(C)cc2C=O)c1C(=O)O (stereo not drawn)
2	0	1	2	8	7	2	13	Cc1cc(O)c2c(C)c(CC(=O)N[C@@H](CCCNC(N)=O)C(=O)O)c(=O)oc2c1
-3	-7	1	1	0	2	1	-6	CC(C)NC(=O)N1CCCCCC1C1CCN(c2ncccn2)CC1 (stereo not drawn)
-2	4	-10	0	-2	2	-6	-1	CN(C)c1oc(-c2cccs2)nc1C#N
4	63*	5	11	68*	27	17	23	COc1cccc(C2CC(=O)Nc3n[nH]c(-c4ccccc4)c32)c1 (stereo not drawn)
8	28	7	-1	13	18	11	7	COc1ccc(NC(=O)C2(N(C(=O)c3ccc(-n4cnnn4)cc3)c3ccc(OC)cc3)CCCCC2)cc1
-4	1	1	2	-24	-90	-12	-13	CS(=O)(=O)Nc1cccc(C#CCN)c1
3	23	7	13	8	31*	6	5	Cc1c(CC(=O)N2CCN(c3ccccc3)CC2)c(=O)oc2c(C)c(O)ccc12
3	17	0	12	52*	6	37*	-2	O=C(Cn1c(=O)n(CCCC(=O)N2CC=C(c3ccccc3)CC2)c(=O)c2ccccc21)NCCC1=CCCCC1
-1	7	1	4	3	6	0	-5	O=C(CC12CC3CC(CC(C3)C1)C2)Nc1ccc(C(=O)O)cc1
1	6	-30	0	1	0	5	8	O=C(c1snc2c(=O)n(Cc3ccccc3)c(=O)[nH]c12)N1CCCC1
-154	i	-136	-4	-141	-259	-176	-259	O=C(OCCCN1C(=O)c2cccc3c(N4CCCCC4)ccc(c23)C1=O)c1ccccn1
-2	0	-6	-2	-2	6	-9	9	Cc1ccc(CNc2cc(-n3ccnc3)ncn2)cc1
4	39*	10	47*	80*	68*	-3	2	CCn1cc2c(n1)c(=O)n(Cc1ccccc1)c(=O)n2CC(=O)Nc1ccc(OC)cc1
0	-9	-30	4	-9	-8	-4	-14	CCOc1cc(=O)n2c(c1C(=O)Nc1ccc(C#N)cc1)CCCC2
1	12	5	0	6	3	6	11	Cc1cc(C)cc(C(=O)NC(C)C(=O)N2CCN(c3ccccn3)CC2)c1 (stereo not drawn)
6	7	4	7	24	8	7	11	O=C(c1ccc(Cl)c(Cl)c1)c1c[nH]cc1-c1cccc(F)c1
0	57*	1	-7	29	25	13	7	COc1ccc(-c2nc(Cn3nnc(C(=O)Nc4ccc(C)cc4C)c3N)c(C)o2)cc1
-3	9	-3	3	-5	5	-1	-6	C=C(C)[C@@H]1CC[C@@]2(C)C(=O)CC[C@H](C)[C@]2(O)C1
0	-2	-1	-1	-18	-17	-7	-7	O=C(c1noc2ccc(S(=O)(=O)NCc3ccccc3)cc12)N1CCOCC1
-3	-13	1	-1	-9	-6	-3	-8	CS(=O)(=O)c1ccc(C(=O)N(Cc2cccnc2)C2CCN(Cc3ccccc3S(C)(=O)=O)CC2)cc1
1	7	4	3	-7	-63	6	3	COc1cc(OC)c2c(C)c(CC(=O)N3CCC[C@H]3C(=O)O)c(=O)oc2c1
1	28	3	2	11	21	5	87*	COC(=O)c1ccc(Cn2cnc3ccc(F)cc3c2=O)o1
-3	-48	1	-10	-47	-319	-4	-12	O=C(O)c1ccc2c(c1)C1(CCCCC1)CN2C(=O)Cc1cccnc1
1	0	-18	4	-8	-9	-15	-5	Cc1ccc2nc(NC(=O)Cc3c[nH]c4ccccc34)sc2c1
8	0	6	14	0	-1	-10	-2	C[C@]12C(=O)N(c3cccc4ccccc34)C(=O)N1CCc1c2[nH]c2ccccc12
2	-8	-149	0	-7	-44	-7	0	O=C(Nc1cc(Cl)cc(Cl)c1)C1C2C=CC3(O2)C1C(=O)N(CCCN1CCN(Cc2ccccc2)CC1)C3C(=O)NC1CCCCC1 (stereo not drawn)
-3	-34	-6	-4	12	-5	-11	-4	COc1ccc(CNC(=O)C2(C)Cn3nc(-c4ccco4)cc3C(=O)N2Cc2ccccc2)cc1 (stereo not drawn)
2	11	-1	0	-3	0	6	10	O=C(Nc1cc(-c2ccccc2)nn1CCO)C1CCCC1
-1	-16	2	-1	0	-38	-10	-6	COc1ccccc1CCNC(=O)C1CCn2c(nc3ccccc32)C1 (stereo not drawn)
2	24	3	1	1	-2	8	14	Cc1ccc(NC(=O)CSc2nnc(-c3ccncc3)o2)cc1
3	14	3	1	6	-4	7	7	Cc1ccc(C(=O)Nc2ccc(C)n(CC(=O)N3CCC4(CC3)OCCO4)c2=O)cc1
-7	-12	0	-7	18	-95	15	21	O=[N+]([O-])c1cn(Cc2nc(-c3ccccc3Cl)no2)cn1
0	-1	0	2	3	12	-4	-7	Cc1c(C(=O)N2CCCCC2)c(S(=O)(=O)N2CCN(C)CC2)c(C)n1C
2	28	-1	2	12	24	15	17	O=C(CN1CCC2(CC1)Nc1cc(Cl)ccc1C1=NCCN12)NC1CCCC1
-1	-15	2	0	-5	-4	-26	-15	O=C(Nc1ccc(-n2cc(Br)cn2)cc1)c1ccccn1
-2	-9	0	0	19	4	-7	-8	Cn1ncc2c(=O)n(CC(=O)Nc3ccc4c(c3)OCO4)cnc21
-30	-65	-19	-14	7	-9	-79	-17	COc1cccc(C(=O)Nc2ccc(SC(C(=O)Nc3ccccc3)c3ccccc3)cc2)c1 (stereo not drawn)
3	1	2	3	4	2	6	4	CCN(c1ccc(OC)cc1)S(=O)(=O)N1CCCC(C(=O)NCc2ccccc2OC)C1 (stereo not drawn)
25	-174	15	46*	-61	85*	-70	-92	Cc1csc(NC(=O)c2c[nH]c3ccc(F)cc3c2=O)n1
2	-62	7	-4	-41	-12	-10	-1	COc1ccc(COC(=O)NC2CCN(S(=O)(=O)c3ccc(OC)cc3)CC2)cc1
-8	-148	-8	-10	-41	-24	-35	-48	CN1CCN(c2ccc3ccc(C(=O)N4CCC(N(C)C)CC4)cn23)CC1
8	42*	8	10	15	11	14	14	COc1ccccc1/C=C(/C(=O)N1CCN(Cc2ccc3c(c2)OCO3)CC1)c1ccccc1
0	-96	-5	-4	-15	-14	-29	-34	Cc1cc(-c2cnc(N3CCCC3)nc2C2CCN(c3cnccn3)CC2)on1
5	6	-61	4	9	22	14	18	COc1cccc(NC(=O)CN2C(=O)C(O)(c3ccccc3)c3ccccc32)c1 (stereo not drawn)
-6	-1	0	0	-2	-2	-7	-1	Cc1ccc(C)c(S(=O)(=O)N2CCC3(CC2)NCCN=C3NC2CCCC2)c1
